# GAA glycogen mod: inhibitors or activators of human alpha-glucosidase glycogen cleavage. recombinant GAA, glycogen substrate, Amplex Red glucose oxidase fluorescence. Potency, µM (highest dose often 76.4 µM), without a hit: top-dose activity change, negative = inhibition, usual class: inhibitors. 0.38% of 300,000 active; active means well fitted inhibition curve with a large enough effect;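 further: 0% = full enzyme reaction and -100% = no-enzyme basal signal; the screen sought inhibitors and activators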
#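 qHTS, 1536-well; enzyme 4 nM final; cpd up to 77 uM; substrate bovine liver glycogen 30 ug; 50 mM citrate/phosphate pH 5.0, 0.01% Tween-20; 37 C, 40 min; Amplex Red detection 45 min RT; Hill fit → AC50.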
# * marks the source's active call; other numbers are inactive results; [ ] = remark or other dose. Potency means the concentration at half of the fitted maximal effect.
GAA glycogen mod | structure
-3%[76.3 µM] | CC(C)N(C)C1CCN(S(=O)(=O)c2ccc(-c3ccc(=O)[nH]n3)s2)CC1
-1%[76.3 µM] | O=C(NCc1cccs1)c1cc(S(=O)(=O)N2CCOCC2)c(Cl)cc1Cl
-4%[76.3 µM] | C=Cc1ccc(Cn2c(C(=O)OC)cc3sc(C)cc32)cc1
11%[76.3 µM] | Cc1cccc(C)c1NC(=O)/C(C#N)=C/c1ccc(-c2ccc(C(=O)O)cc2)o1
1%[76.3 µM] | O=C(CNC(=O)c1sc2ccccc2c1Cl)NCc1ccccc1
2%[76.3 µM] | CCc1ccc(NC(=O)CSc2nnc(-c3ccco3)o2)cc1
-2%[76.3 µM] | CCCN(CCC)C(=O)Cn1c(=O)n(Cc2ccc(C(=O)NCCc3ccc(Cl)cc3)cc2)c(=O)c2ccccc21
15%[76.3 µM] | COc1ccc(-c2[nH]ncc2C(=O)NCc2ccccc2OC)cc1
11% | O=C(CCN1CCOCC1)NC12CC3CC(CC(C3)C1)C2
6%[76.3 µM] | Cc1cc(C(F)(F)F)nc(SCC(=O)Nc2nccs2)n1
-6%[76.3 µM] | CCCCSCCCNC(=O)c1cn(C)c2ccc(S(=O)(=O)N3CCCCC3)cc2c1=O
4%[76.3 µM] | COc1ccc(N2C(=O)CSC23C(=O)N(CC(=O)NC2CCCC2)c2ccccc23)cc1 (stereo not given)
-7%[76.3 µM] | Cc1ccc(S(=O)(=O)c2nc(-c3ccc(Cl)cc3)oc2N2CCCCCC2)cc1
8%[76.3 µM] | O=[N+]([O-])c1ccc(C(O)CN2CCOCC2)cc1 (stereo not given)
-7%[76.3 µM] | COc1ccc(CC(=O)Oc2ccccc2[N+](=O)[O-])cc1
9%[76.3 µM] | O=C(O)Cn1nc(-c2ccccc2)cc1-c1ccccc1
8%[76.3 µM] | Cc1ccccc1-c1noc(-c2ccc(N3CCC(C)CC3)c([N+](=O)[O-])c2)n1
-7%[76.3 µM] | CCN(C(=O)c1sc2cc(OC)ccc2c1Cl)c1ccccc1
-8%[76.3 µM] | CCC1Sc2ccc(S(=O)(=O)CCC(=O)Nc3cccc(Br)c3)cc2NC1=O (stereo not given)
0%[76.3 µM] | CC1CCCN(C(=O)c2nn(C)c3c2CS(=O)(=O)c2ccccc2-3)C1 (stereo not given)
12%[76.3 µM] | O=C(N/N=C/c1ccccc1O)c1cccc2ccccc12
8%[76.3 µM] | Cc1ccc(Cc2c(C)nc3nc(SCC(=O)NCCC(C)C)nn3c2C)cc1
-2%[76.3 µM] | CCOC(=O)c1c(-c2ccc(C)cc2)csc1NC(=O)c1nc(SCC)ncc1Cl
-4% | NC(=O)CC1C(=O)N(c2ccccc2)C(=S)N1NC(=O)c1ccccc1 (stereo not given)
3%[76.3 µM] | CCc1ccc(NC(=O)C2CCCN(S(=O)(=O)c3cccc4cccnc34)C2)cc1 (stereo not given)
15%[76.3 µM] | Cc1ccc(OC(=O)CSc2nnc(-c3cccs3)o2)cc1C
-5% | COC(=O)[C@@H](Cc1ccccc1)NC(=O)NCCc1c[nH]c2ccccc12
2% | COC(=O)c1cc(OC)c(OC)cc1N1C(=O)CC(C)(C)CC1=O
3%[76.3 µM] | CCOc1ccc(N(CC(=O)Nc2ccc(C)cc2)S(C)(=O)=O)cc1
-23% | Cc1cc(C)cc(CN2C(=O)NC3(CCCCCC3)C2=O)c1

# An excerpt of these results, bar-delimited.
SMILES | GAA glycogen mod
O=C(N/N=C/c1ccccc1O)c1cccc2ccccc12 | 12%[76.3 µM]
Cc1ccc(Cc2c(C)nc3nc(SCC(=O)NCCC(C)C)nn3c2C)cc1 | 8%[76.3 µM]
CCOC(=O)c1c(-c2ccc(C)cc2)csc1NC(=O)c1nc(SCC)ncc1Cl | -2%[76.3 µM]

# Additional structures:
GAA glycogen mod | structure
5%[76.3 µM] | CC(CN1CCOCC1)OC(=O)c1cccc(Cl)c1 (stereo not given)
7%[76.3 µM] | CC1=C(C(=O)OCC2CCCCC2)C(c2cccc(F)c2F)CC(=O)N1 (stereo not given)
-3%[76.3 µM] | COC(=O)c1cc(Cl)ccc1NC(=O)Cn1c(C)cc(C)c(C#N)c1=O
-3%[76.3 µM] | CCOc1ccc(C(=O)NCCNC(=O)c2ccc(OCC)cc2)cc1
1%[76.3 µM] | Cc1cccc(C(C)C)c1NC(=O)COC(=O)CCN1C(=O)C2CC=CCC2C1=O (stereo not given)
3% | Cc1cc(C(=O)NNC(=O)COc2ccccc2Cl)n[nH]1
-12%[76.3 µM] | O=C(c1cccc(F)c1)N1CCC(c2c[nH]c3ccccc23)(c2c[nH]c3ccccc23)CC1
17%[76.3 µM] | Cc1ccccc1CN1CCN(CCCc2ccccc2)C(CCO)C1 (stereo not given)
1%[76.3 µM] | COc1cc(-c2n[nH]c(=S)n2-c2ccc(Br)cc2)cc(OC)c1OC
2%[76.3 µM] | CN(C)C1=NC[C@H](Cc2ccccc2)N1CC1CCC(C(C)(C)C)CC1 (stereo not given in full)
0%[76.3 µM] | O=C(COc1ccc2c3c(c(=O)oc2c1)CCCC3)NCCCn1ccnc1
-2% | O=C(NCCCn1ccnc1)c1cc(Br)c(Br)s1
2% | COc1ccc(NC(=O)COC(=O)C2CC(=O)N(c3ccc(C)cc3)C2)cc1 (stereo not given)
2%[76.3 µM] | CC1=Nc2cc(C(=O)NCCc3ccccc3)ccc2Sc2c(C)ccc(C)c21
0%[76.3 µM] | Fc1cccc(Cl)c1CNCCSc1nnnn1-c1ccccc1
-5% | Oc1ccccc1-c1cc(-c2ccc(Cl)cc2)n[nH]1
-6%[76.3 µM] | O=C(CN1C(=O)COc2ccc(S(=O)(=O)N3CCOCC3)cc21)N1CCN(c2cccc(Cl)c2)CC1
-4%[76.3 µM] | COc1ccc2oc(C(=O)OCC(=O)NC(=O)c3ccccc3)c(C)c2c1
-4%[76.3 µM] | CCC(=O)Nc1cccc(-c2nc3ccc(C)cc3o2)c1
-1% | CS(=O)(=O)N1CCc2nc(-c3ccccc3)sc2C1
-5%[76.3 µM] | Cc1cc(C)cc(NC(=O)N2CCC(C(N)=O)(N3CCCCC3)CC2)c1
5% | COc1ccc(Nc2nccc(-c3ccc([N+](=O)[O-])cc3)n2)cc1
1% | COCCCNC(=O)c1ccc(CS(=O)(=O)c2cccc(C(F)(F)F)c2)o1
3%[76.3 µM] | CC1=C(C)C(=O)N(C(C)CCc2ccccc2)C1=O (stereo not given)
-8%[76.3 µM] | O=C(Nc1ccc(S(=O)(=O)Nc2ccccn2)cc1)c1ccccc1
5%[76.3 µM] | Cc1cc(C)cc(C(=O)NC(CC(N)=O)c2ccc(N3CCC(Cc4ccccc4)CC3)c([N+](=O)[O-])c2)c1 (stereo not given)
1%[76.3 µM] | O=C(c1ccc2nsnc2c1)N1CCN(c2ccc([N+](=O)[O-])cc2)CC1
-9% | CN(CCC#N)C(=O)COC(=O)C1c2ccccc2Oc2ccccc21
1%[76.3 µM] | CC(=O)OC(C(=O)Nc1nccs1)c1ccccc1 (stereo not given)
3% | CCCn1c2ccccc2c2cnn(CC(=O)OC)c(=O)c21

# Reformatted: entries from further up
molecule	GAA glycogen mod
O=C(CN1C(=O)COc2ccc(S(=O)(=O)N3CCOCC3)cc21)N1CCN(c2cccc(Cl)c2)CC1	-6%[76.3 µM]
COc1ccc2oc(C(=O)OCC(=O)NC(=O)c3ccccc3)c(C)c2c1	-4%[76.3 µM]
CCC(=O)Nc1cccc(-c2nc3ccc(C)cc3o2)c1	-4%[76.3 µM]
CS(=O)(=O)N1CCc2nc(-c3ccccc3)sc2C1	-1%

# (listing goes on)
GAA glycogen mod | structure
-4%[76.3 µM] | COc1ccc(OC)c(NC(=O)Cc2cccs2)c1
-14%[76.3 µM] | COc1ccc(CNc2nc(-c3ccco3)nn2C(=O)CC(C)C)cc1
-12%[76.3 µM] | CSCCC(NC(=O)COc1ccccc1)C(=O)N1CCCCC1 (stereo not given)
-8%[76.3 µM] | CCOC(=O)Cc1cc(C(=O)Nc2ccc(Br)cc2)sc1-c1ccc(C)cc1
-4%[76.3 µM] | COc1ccccc1N1CCN(S(=O)(=O)c2c(C(=O)N3CCOCC3)c(C)n(C)c2C)CC1
2%[76.3 µM] | CCCCNC(=O)c1ccc(NS(=O)(=O)c2ccc3[nH]c(=O)[nH]c3c2)cc1
-9%[76.3 µM] | CCN(Cc1ccccc1)C(=O)CN1C(=O)NC2(CC(C)CC(C)(C)C2)C1=O (stereo not given)
15%[76.3 µM] | Cc1c(C(=O)OCc2ccccc2)[nH]c2c1C(=O)CC(c1ccc(Cl)cc1)C2 (stereo not given)
5% | Cc1nn2c(N3CCOCC3)cc(C(C)(C)C)nc2c1-c1ccccc1
2%[76.3 µM] | CCOC(=O)N1CCN(C(=O)CCNS(=O)(=O)c2ccccc2)CC1
-19% | CC(=O)Nc1ccc(S(=O)(=O)NCc2ccc(C)n2C)cc1
-2%[76.3 µM] | O=C(NCC12CC3CC(CC(C3)C1)C2)c1cc2nc(-c3ccc(Cl)cc3)cc(C(F)(F)F)n2n1
-5%[76.3 µM] | Cc1ccccc1NC(=O)c1cc(S(=O)(=O)N2CCOCC2)cn1C
-7%[76.3 µM] | Cc1ccnc(OC(C(=O)O)C(OCc2ccccc2)(c2ccc(F)cc2)c2ccc(F)cc2)n1 (stereo not given)
2% | O=C(NCc1ccccc1F)C1CCCN1C(=O)Nc1ccc(Cl)cc1 (stereo not given)

# A second format for six compounds above.
compound,GAA glycogen mod
COc1ccc(CNc2nc(-c3ccco3)nn2C(=O)CC(C)C)cc1,-14%[76.3 µM]
CSCCC(NC(=O)COc1ccccc1)C(=O)N1CCCCC1 (stereo not given),-12%[76.3 µM]
CCOC(=O)Cc1cc(C(=O)Nc2ccc(Br)cc2)sc1-c1ccc(C)cc1,-8%[76.3 µM]
COc1ccccc1N1CCN(S(=O)(=O)c2c(C(=O)N3CCOCC3)c(C)n(C)c2C)CC1,-4%[76.3 µM]
CCCCNC(=O)c1ccc(NS(=O)(=O)c2ccc3[nH]c(=O)[nH]c3c2)cc1,2%[76.3 µM]
CCN(Cc1ccccc1)C(=O)CN1C(=O)NC2(CC(C)CC(C)(C)C2)C1=O (stereo not given),-9%[76.3 µM]

# Following part
GAA glycogen mod | structure
4%[76.3 µM] | S=C(NCc1cccnc1)Nc1ccc2c(c1)OCO2
7%[76.3 µM] | CCOC(=O)c1ccc(NC(=O)CCc2nc3cccnc3n2Cc2cccs2)cc1
-2%[76.3 µM] | Oc1ccc(-c2cnc(-c3ccc(O)cc3)nc2)cc1
0%[76.3 µM] | COC(=O)c1[nH]c2ccccc2c1CN1CCOCC1
-11%[76.3 µM] | CCc1ccc(OCC(=O)Oc2ccc([N+](=O)[O-])cc2)cc1
1%[76.3 µM] | CN(C)C(CNC(=O)c1ccccc1C(F)(F)F)c1ccco1 (stereo not given)
-26%[76.3 µM] | CN(Cc1ccccc1)C(=O)CC(=O)N(C)Cc1ccccc1
19%[76.3 µM] | CCN(C(=O)c1ccccc1F)c1nc(-c2ccc(OC)cc2)cs1
3% | C[C@]12CCC(O)CC1=CCC1C2CC[C@]2(C)/C(=N\NC(N)=S)CCC12 (stereo not given in full)
0% | CC1CCCN(C(=O)COC(=O)Cc2ccc(Cl)cc2)C1 (stereo not given)
-4%[76.3 µM] | COc1ccc(N(CC(=O)N2CCc3ccccc3C2)S(C)(=O)=O)cc1Cl
11%[76.3 µM] | O=C(NC1CCCCC1)C(c1ccccc1F)N(Cc1ccco1)C(=O)c1ccccn1 (stereo not given)
8%[76.3 µM] | Cc1ccc(C2=NN(C(=O)CCl)C(c3ccco3)C2)o1 (stereo not given)
-4%[76.3 µM] | O=[N+]([O-])c1cccc(S(=O)(=O)NCCOc2cccc3cccnc23)c1
-2%[76.3 µM] | CCCc1ccc(OCC(O)CN2CCN(CCO)CC2)cc1 (stereo not given)
-1%[76.3 µM] | CCOc1ccccc1C(=O)Oc1ccc2ccc(=O)oc2c1
13%[76.3 µM] | CCCOc1cccc(C2c3c(oc4ccc(F)cc4c3=O)C(=O)N2Cc2ccc3c(c2)OCO3)c1 (stereo not given)
-11%[76.3 µM] | COCCCNC(=O)Cn1c(=O)n(CCCC(=O)NCc2ccc(C)cc2)c(=O)c2ccccc21
-9% | COc1cccc(NC(=S)N(CCC(C)C)C2CCN(C(C)=O)CC2)c1
-6%[76.3 µM] | Cc1ccc(CNS(=O)(=O)c2cc3c4c(c2)C(C)C(=O)N4CCC3)cc1 (stereo not given)
-15%[76.3 µM] | Nc1nonc1-n1nnc(C(=O)N/N=C/c2ccoc2)c1-c1ccccc1
4% | O=C(NC1CCCCCCC1)c1ccc(F)cc1
-6%[76.3 µM] | CCCCc1nc2cc(C(=O)N3CCCCC3CCNC(C)=O)ccc2o1 (stereo not given)
16%[76.3 µM] | COP(=O)(OC)C(Nc1ccc(Cl)cc1)c1ccccc1 (stereo not given)
-5%[76.3 µM] | CSc1ncccc1C(=O)Nc1ccncc1
5%[76.3 µM] | COc1cc(NC(=O)COc2cc(O)c3c(c2)OC(C)(C)CC3=O)cc(OC)c1
-17%[76.3 µM] | O=C(NCCO)c1ccc(-c2nnc(Nc3ccc(OC(F)(F)Cl)cc3)c3ccccc23)cc1
1%[76.3 µM] | O=C(c1cccc(OC2CCN(Cc3ccc(F)cc3Cl)CC2)c1)N1CCCC1
0% | CCCSCCCNC(=O)Cn1c(=O)c2cccn2c2ccccc21
16%[76.3 µM] | Cn1c(=O)c2c(nc(N3CCOCC3)n2Cc2ccccc2F)n(C)c1=O
-5%[76.3 µM] | Cc1oc2ccc(O)c(CN3CCCC3)c2c1C(=O)Nc1ccc(C(C)C)cc1
-6% | CN(CC(=O)Nc1cccc(C(F)(F)F)c1)Cc1ccccc1

# Screens from PubChem.

# The list is partial (hit frequency here may not be typical).
